# CF NFkB inh: cystic fibrosis NF-kB activation inhibition. inhibition, % at 5 µM. KKLEB NF-kB-GFP reporter, PAF-induced, GFP fluorescence overnight. 0.86% of 360,000 active. AID 588850;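 active = at least 50% inhibition at 5 µM, scaled per plate between neutral and stimulator controls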;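 note: PAF is a Pseudomonas aeruginosa culture filtrate used as stimulus; plate controls were PAF-stimulated DMSO wells for no effect and unstimulated DMSO wells for full effect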
# TRAIL sens C8: caspase-8 TRAIL sensitization | NB7+C8 cells + TRAIL, ATPlite viability luminescence | inhibition (viability loss, TRAIL sensitization), % at 10 µM | 1% of 360,000 active | AID 624354;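 active = compounds causing at least 50% loss of cell viability in the single-dose screen, relative to plate controls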
# MITF TRPM1 inh: inhibitors of MITF-driven TRPM1 promoter in melanoma cells; SK-MEL-5 TRPM1 promoter luciferase, 24 h; 0.83% of 330,000 active; inhibition, % at 12.5 µM;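 active = mean inhibition across replicates of 60% or more, whatever share of single replicates reaches that level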; note: values of inactives mirror those of a sister screen read the other way
# EBV LMP1 NFkB: Epstein-Barr LMP1 NF-kappaB reporter inhibition; LMP1-induced NF-kappaB luciferase reporter cells, luminescence; 0.69% of 350,000 active; inhibition, % at 12.5 µM; in the data active = inhibition above about 41%;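 note: 0% = neutral control wells and 100% = reference inhibitor control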
# HIF-2a inh: HIF-2a inhibition; AID 624352; 0.72% of 360,000 active; inhibition, % at 18.8 µM; 786-0 RCC cells HIF-2a reporter, luciferase luminescence, overnight;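 active = inhibition of the luminescence signal of 40% or more relative to plate controls, in a single-dose primary screen at 18.75 µM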
# NR2E3 ag-1: agonists of human NR2E3 nuclear receptor | CHO-S Gal4-NCOR/VP16-NR2E3 two-hybrid, luciferase | 0.35% of 360,000 active | Q9Y5X4 | inhibition of corepressor binding, % at 3.98 µM | AID 602229;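 active = inhibition above the mean of all tested compounds plus 3 SD, cut at about 70% in these data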;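 note: 0% = DMSO with NR2E3 transfected cells and 100% = cells lacking NR2E3 construct; higher means lower luciferase signal from less NR2E3 corepressor binding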
# Target sequence (Q9Y5X4 whole entry, looked up, the tested form may be a part): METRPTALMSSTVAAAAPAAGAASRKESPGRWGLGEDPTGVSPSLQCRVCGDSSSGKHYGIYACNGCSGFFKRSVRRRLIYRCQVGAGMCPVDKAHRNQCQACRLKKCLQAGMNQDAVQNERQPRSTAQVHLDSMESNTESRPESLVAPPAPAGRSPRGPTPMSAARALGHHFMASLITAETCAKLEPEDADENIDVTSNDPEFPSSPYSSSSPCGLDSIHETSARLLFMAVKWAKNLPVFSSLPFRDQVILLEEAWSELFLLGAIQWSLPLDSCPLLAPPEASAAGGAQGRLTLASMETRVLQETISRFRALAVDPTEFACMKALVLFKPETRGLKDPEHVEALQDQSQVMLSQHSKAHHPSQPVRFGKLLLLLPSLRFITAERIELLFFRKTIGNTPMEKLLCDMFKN
# Shn3 inh set2: Schnurri-3 reporter inhibition in Clone20 osteoblasts. Clone20 osteoblast Shn3 3'UTR firefly luciferase, 24 h. inhibition, % at 12.5 µM. 0.52% of 360,000 active;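 active = mean inhibition of at least 75% with every replicate also reaching 75%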;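 note: 0% = median of neutral control wells and 100% = pilot-screen positive control compound; some compounds past the cut are filed as inactive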
# Peg3 promoter: reduces Peg3 promoter-driven luciferase expression in HeLa | HeLa PEG-Prom luciferase reporter, luminescence, overnight | inhibition, % at 20 µM | AID 588405 | 1.7% of 360,000 active;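 active = inhibition of at least 50% at 20 µM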
# NR2E3 ag-2: activates human photoreceptor nuclear receptor NR2E3. 0.12% of 320,000 active. AID 2300. inhibition of corepressor binding, % at 4.78 µM. GST-NR2E3/biotin-RetCOR TR-FRET, 1536-well;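 active = percent inhibition above the cutoff of mean plus 3 SD of all tested compounds, set per screening campaign, cut at about 20% in these data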;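 note: 0% = DMSO wells and 100% = biotin wells as full block of FRET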
#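 Material: NR2E3–RetCOR corepressor complex | Quantity: 1.35 nM GST-tagged NR2E3 final | Schedule: 5 h at 4 °C | Replication: Singlicate compound wells | Reagent: RetCOR corepressor, biotinylated, 7 nM | Controls: Biotin wells as high control, 0.6% DMSO wells as low control | Signal: TR-FRET, Eu(K)-anti-GST donor, streptavidin-D2 acceptor, ex 340, em 617/671 nm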
# iPSC survival up: hiPSC single-cell survival enhancement; ATPlite luminescence; 100% = ROCK inhibitor wells, 0% = DMSO; survival enhancement, % at 20 µM; 0.044% of 360,000 active; in the data active = survival enhancement above about 18%;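 note: cells exposed to compounds for 16 hours before the ATP read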
# KKLEB cytotox: counter-screen for CF NF-kB inhibitors: cytotoxicity; KKLEB CF airway cells viability, ATPlite luminescence, overnight; active compounds read low; cells stimulated with P. aeruginosa culture filtrate; activity change (cytotoxicity), % at 5 µM; 0.36% of 360,000 active;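 active = corrected activity change at or below -50% at 5 µM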
# * marks the source's active call; other numbers are inactive results; . = no result given.
molecule,EBV LMP1 NFkB,iPSC survival up,CF NFkB inh,MITF TRPM1 inh,TRAIL sens C8,KKLEB cytotox,Shn3 inh set2,NR2E3 ag-1,HIF-2a inh,Peg3 promoter,NR2E3 ag-2
CC1CCCCC1NC(=O)CSc1nnc(-c2ccccc2)n1N (stereo unspecified),-9,-0.5,12,8,9,-5,14,11,0,13,2
CCC(Oc1ccc(Br)cc1Cl)C(=O)Nc1nnc(C2CC2)s1 (stereo unspecified),0,0.5,-11,-2,-4,-14,-8,-7,23,12,-2
Cc1nn(CC(=O)c2cccc(Cl)c2)c(C)c1[N+](=O)[O-],-7,-0.4,3,-2,11,-3,-35,-13,-49,-8,2
COc1cc(CNCc2ccccn2)ccc1OCc1ccc(Cl)cc1Cl,-1,-2.8,-6,-6,-3,2,5,29,0,-5,2
COc1ccc([N+](=O)[O-])cc1NC(=O)CSCc1ccccc1C,-10,0.0,17,17,-7,-9,10,-9,18,11,1
CC(Sc1ccc2ccccc2c1)C(=O)NC(N)=O (stereo unspecified),6,0.5,-8,-15,19,12,23,13,-7,-4,0
CN1c2ccccc2Oc2nnc(Cl)cc21,2,0.3,-46,6,-3,2,-13,-19,-13,-15,4
COc1ccccc1Nc1cc(C)nc2c(C)ccc([N+](=O)[O-])c12,2,8.7,18,1,-13,-15,28,-1,34,25,0
CCOC(=O)c1ccc(NC(=O)c2ccc(NS(C)(=O)=O)cc2)cc1,-6,-1.9,0,-19,-1,3,-13,-14,-15,-11,2
CC(CC12CC3CC(CC(C3)C1)C2)NCc1ccccc1O (stereo unspecified),-29,-0.3,8,.,-1,-10,34,7,-16,31,-1
Oc1ccccc1CN1CCC(C(O)(c2ccccc2)c2ccccc2)CC1,-10,-1.2,11,11,3,10,-14,-3,9,2,-4
O=C(N/N=C/c1ccc2c(c1)OCO2)c1ccc(Br)o1,-14,0.4,-9,-78,47,10,-80,-100,-175,-249,0
O=C(NCC1CCCO1)c1cn(-c2ccccc2)nc1-c1ccccc1 (stereo unspecified),-8,-0.5,-12,7,38,-9,-6,-10,-35,-30,14
O=C1c2ccccc2NC2(CCCC2)N1O,2,-4.8,-3,5,1,-14,7,-38,20,-2,3
CC(C)=N/N=C1/NC(=O)C(Cc2ccccc2)S1 (stereo unspecified),-6,-0.3,-1,0,-3,-4,9,-15,16,8,1
COc1ccccc1/C=C/C(=O)NC(=S)Nc1ccccn1,-26,0.4,16,-37,9,-8,-27,-29,-230,-277,-4
CC1(c2ccc(OC(F)F)cc2)NC(=O)N(CC(=O)Nc2ccc3[nH]c(=O)[nH]c3c2)C1=O (stereo unspecified),-3,-0.1,15,0,-14,-10,-8,0,10,-4,1
CCOC(=O)N/N=C(\C)c1ccc(Br)cc1,-12,-0.4,12,-58,12,-3,-28,-16,-129,-86,4
CCCN(CCC)S(=O)(=O)c1cc2c3c(c1)CCN3C(=O)CC2,1,-0.2,6,-8,3,-15,-6,-16,3,4,0
O=C(CN(Cc1ccccc1)C(=O)c1csnn1)NCc1ccc2c(c1)OCO2,3,-0.5,8,1,11,2,5,10,-1,-1,1
CCOC(=O)N1CCN(c2ncnc3c2[nH]c2ccc(OC)cc23)CC1,20,-0.6,10,9,-24,-2,-5,10,3,38,1
Cc1[nH]c(=S)c(C#N)c(-c2ccco2)c1C(=O)N(C)C,-3,-0.1,2,-5,-4,9,-5,7,16,2,-6
CCOC(=O)/C(C#N)=C\c1c(C)cc(C)c(COC(C)=O)c1C,0,-0.1,8,3,5,-4,4,2,-4,8,3
Cc1ccc(OCC(=O)Nc2cccc(-c3nnc(-c4ccccc4)o3)c2)cc1,-15,-0.4,-66,-54,26,-9,50,-87,-306,-61,-3
Cc1noc(C)c1COC(=O)C1COc2ccccc2O1 (stereo unspecified),5,1.3,4,2,-16,-2,-7,-10,13,16,0
Cn1c(CCN2CCOCC2)nc2cc(NC(=O)c3cccs3)ccc21,8,-1.0,-4,10,-15,3,7,-15,12,-15,5
CC(C(=O)NCC1CCCCC1)N1CCc2ccccc2C1 (stereo unspecified),-8,0.1,8,4,4,4,1,11,8,14,2
CCC(=O)N1CCCC(C)(C(=O)Nc2ccc3scnc3c2)C1 (stereo unspecified),.,-0.5,-18,.,6,14,-17,-3,-4,-7,.
O=c1oc(/C=C/c2ccccc2)nc2sc3c(c12)CCC3,-13,-4.1,-13,-101,8,-5,-97,-20,-177,-241,0
Cc1nc([N+](=O)[O-])c(Br)n1Cc1ccccc1,-2,-0.6,34,16,-5,-3,6,10,18,-1,0
O=C(Nc1nc(-c2ccccn2)cs1)c1cc2ccccc2o1,19,-3.4,0,13,21,1,-13,-26,-209,-57,0
Cc1ccc(NC(=O)c2nc[nH]c2C(=O)NCCCCNC(=O)c2[nH]cnc2C(=O)Nc2ccc(C)cc2)cc1,-3,-0.5,86*,3,39,-83*,38,-37,-4,74*,.
Cc1nc2c(-c3ccc(F)cc3)c(C)nn2c(C)c1CCC(=O)Nc1ccccc1,0,0.1,14,-6,16,-8,1,12,25,22,3
Clc1ccc(N/N=C/c2cccs2)nn1,0,-0.5,1,-18,-4,-9,16,-44,-169,-161,-4
Cc1ccc(S(=O)(=O)NCC(=O)OCC(=O)NC(=O)c2cccn2C)cc1,4,2.1,-2,15,-21,1,-1,11,2,-2,4
Cc1ccc(CNC(=O)C2CC(=O)N(c3ccc(OCC(=O)N4CCCC4)cc3)C2)cc1 (stereo unspecified),0,-1.3,-7,16,-16,-3,-39,-2,2,3,1
Cc1cc(Cl)ccc1OCC(=O)OCC(=O)N(CC(C)C)c1c(N)n(Cc2ccccc2)c(=O)[nH]c1=O,3,-0.2,10,0,10,-25,-8,13,7,0,3
O=C(NC1=NCCS1)c1ccccc1Br,.,0.5,-3,.,-16,-11,8,-4,6,-18,3
S=C(NCCc1ccccc1)NC1CCC(NC(=S)NCCc2ccccc2)CC1 (stereo unspecified),-5,4.2,5,-3,-12,-2,16,0,11,23,-3
COc1ccccc1NC(=O)Cc1nnc(SCC(=O)NC2CCCCC2)n1C,-6,-0.1,-14,9,-3,6,13,19,5,13,5
N/C(Cc1ccc(Cl)cc1Cl)=N\OC(=O)c1cccs1,-5,-1.3,11,-9,31,-15,-11,-25,-51,-23,2
CC(C)c1nnc(NC(=O)c2cccs2)s1,-30,3.7,-22,-67,8,19,-56,-157,-229,-217,5
Cn1cnnc1SCC(=O)Nc1ccc(S(=O)(=O)N2CCCC2)cc1,2,0.2,-1,-1,-2,1,-15,-32,2,22,1
CC1(c2nnc(-c3ccc(Cl)cc3)o2)CC(c2cccnc2)=NO1 (stereo unspecified),1,0.0,5,-4,-6,-12,9,2,4,-5,4
COc1cccc(CC(=O)OCC(=O)NC(=O)c2ccc(OC(F)F)cc2)c1,-2,-0.4,24,2,0,-3,-5,3,11,-10,1
Cc1ccc(NC(=O)N(C)c2ccccc2)cc1,-4,1.4,-8,-31,-1,2,-27,-28,-118,-76,.
CC(=O)c1ccc(OCCNS(=O)(=O)c2ccc(-n3cnnn3)c(C)c2)cc1,7,-0.6,0,9,25,-4,60,19,6,10,1
CCOC(=O)c1c(NC(N)=O)nc2n1CCC2,1,-2.3,9,8,-10,-6,25,6,22,13,1
Cc1cc(C)c(OCC(=O)Nc2ccccn2)c([N+](=O)[O-])c1,2,3.8,6,-5,2,-6,-3,-4,-40,-11,-4
Cc1c(C(=O)NCc2cccc(C(F)(F)F)c2)sc(=O)n1Cc1ccc(F)cc1,.,-0.9,-19,.,-8,6,15,17,-4,5,.
COc1ccc(S(=O)(=O)N(CC(=O)NN=C2CCN(C)CC2)c2ccc(C)cc2)cc1OC,-2,1.8,22,-8,-16,-11,-10,-21,11,1,-3
Cc1cccc(NC(=O)c2ccc(NCC3CCCO3)c([N+](=O)[O-])c2)n1 (stereo unspecified),-13,0.4,14,-54,1,4,-49,-96,-232,-147,2
Nc1ccc2nc(-c3ccc(N)c(Cl)c3)[nH]c2c1,-11,-3.1,-27,-29,31,0,-50,-63,-137,-254,-10
CC(NC(=O)CSc1nnc(-c2cccnc2)n1N)c1ccccc1 (stereo unspecified),3,0.2,22,0,-16,-10,6,4,13,15,-1
CC(/C=N/NC(=O)c1nnn(-c2nonc2N)c1C(C)C)=C\c1ccco1,1,-0.4,-35,-12,-1,11,-21,2,-96,-103,-2
CC1=CC(=Nc2c(C)n(C)n(-c3ccccc3)c2=O)C=C(C)C1=O,21,-0.9,14,17,-2,1,-3,-3,4,1,4

# Next entries
molecule,EBV LMP1 NFkB,iPSC survival up,CF NFkB inh,MITF TRPM1 inh,TRAIL sens C8,KKLEB cytotox,Shn3 inh set2,NR2E3 ag-1,HIF-2a inh,Peg3 promoter,NR2E3 ag-2
CC(/C=N/N1CCN(c2ccccc2)CC1)=C\c1ccccc1,-16,2.1,5,-10,-13,1,-17,-14,-39,-77,1
FC(F)(F)c1cc(CCN2CCNC[C@H]2Cc2cccc3ccccc23)cc(C(F)(F)F)c1,2,-2.7,-7,10,26,-42,38,-14,8,101*,-3
CCOC(=O)C1(C)CCCN(C(=O)c2cc(C)on2)C1 (stereo unspecified),.,7.1,-4,.,6,-7,-11,-9,10,-3,.
Cc1ccc(CNC(=O)c2ccc(CN3CCOCC3)cc2)cc1,-9,0.6,-5,-5,8,-12,49,-6,9,-4,2
Cc1nn(CCCC(=O)Nc2cc(Oc3ccccc3)cc([N+](=O)[O-])c2)c(C)c1[N+](=O)[O-],-1,-1.4,-2,1,12,0,2,4,16,17,-1
CCC1CCC(NC2CCCCNC2=O)CC1 (stereo unspecified),-5,1.1,10,15,18,1,0,-10,-12,8,2
COc1cc(/C=N/Nc2ccc3ccccc3c2)ccc1OC(=O)c1ccco1,-7,-1.3,5,8,1,10,-42,-44,-87,-127,-4
CC[C@H]1c2[nH]c3ccccc3c2C[C@@H]2C(=O)N(c3ccc(F)cc3)C(=O)N21,3,-1.1,-2,-5,-4,-2,26,-3,-6,-4,4
Cc1ccc(N2NC(C)(c3cccs3)NC2=S)cc1 (stereo unspecified),-42,-1.9,-5,-82,5,3,-65,-13,-262,-262,-1
CCN(CC(=O)Nc1ccccc1C(F)(F)F)C(=O)CN1C(=O)NC2(CCCC2)C1=O,-8,-0.1,14,-2,1,2,-17,-18,6,1,1

# In a second layout: results already given.
canonical_smiles: COc1cc(/C=N/Nc2ccc3ccccc3c2)ccc1OC(=O)c1ccco1
- EBV LMP1 NFkB = -7
- iPSC survival up = -1.3
- CF NFkB inh = 5
- MITF TRPM1 inh = 8
- TRAIL sens C8 = 1
- KKLEB cytotox = 10
- Shn3 inh set2 = -42
- NR2E3 ag-1 = -44
- HIF-2a inh = -87
- Peg3 promoter = -127
- NR2E3 ag-2 = -4

canonical_smiles: CC[C@H]1c2[nH]c3ccccc3c2C[C@@H]2C(=O)N(c3ccc(F)cc3)C(=O)N21
- EBV LMP1 NFkB = 3
- iPSC survival up = -1.1
- CF NFkB inh = -2
- MITF TRPM1 inh = -5
- TRAIL sens C8 = -4
- KKLEB cytotox = -2
- Shn3 inh set2 = 26
- NR2E3 ag-1 = -3
- HIF-2a inh = -6
- Peg3 promoter = -4
- NR2E3 ag-2 = 4

# A portion of the library. The share of hits here may be higher or lower than overall.
